PKM2 act – PKM2 (human) enzyme activation; P14618; purified PKM2, Kinase-Glo ATP luminescence, activation; response scale: 0% is enzyme alone, no compound; Potency, µM (series often up to 57.5 µM), inactives show at the top dose activation, usual class: activators; hit rate 0.34% among 260,000; AID 1631; also: potency is read from the fitted curve at half-maximal effect; % is scaled to controls: 0 for no effect and ±100 for the full control effect; nearly all actives have a fitted effect of over 55% in size
Target sequence (P14618 whole entry, looked up): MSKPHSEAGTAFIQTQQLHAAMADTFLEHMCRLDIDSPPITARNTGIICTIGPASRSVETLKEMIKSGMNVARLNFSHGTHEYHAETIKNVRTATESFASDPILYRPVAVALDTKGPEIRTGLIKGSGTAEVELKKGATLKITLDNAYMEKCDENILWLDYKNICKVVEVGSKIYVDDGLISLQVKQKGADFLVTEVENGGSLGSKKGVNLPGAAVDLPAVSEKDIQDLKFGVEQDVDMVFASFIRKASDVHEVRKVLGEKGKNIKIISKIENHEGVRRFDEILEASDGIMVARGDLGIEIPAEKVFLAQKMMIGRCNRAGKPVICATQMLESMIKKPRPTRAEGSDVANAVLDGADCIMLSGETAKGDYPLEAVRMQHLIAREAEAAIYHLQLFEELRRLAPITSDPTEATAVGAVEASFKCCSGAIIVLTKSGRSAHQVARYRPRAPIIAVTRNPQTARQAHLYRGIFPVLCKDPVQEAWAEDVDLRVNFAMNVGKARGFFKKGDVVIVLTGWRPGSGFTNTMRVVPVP
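Kinase-Glo luminescence reports ATP generated from ADP (0.1 mM) and PEP (0.5 mM) by purified hPK-M2 after 1 h at room temperature, pH 7.2 imidazole buffer; intermediate enzyme activity allows detecting inhibitors and activators.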
RORgamma inh – inhibitors of mouse ROR gamma transcriptional activity | P51450 | Drosophila S2 Gal4-RORgamma UAS-luciferase reporter, 20 h | Potency, µM (highest dose often 53.6 µM), for the others: top-dose activity change, negative = inhibition, actives largely listed as inhibitors | hit rate 5.4% among 310,000 | AID 2551; also: potency is read from the fitted curve at half-maximal effect; % is scaled to controls: 0 for no effect and ±100 for the full control effect; nearly all actives have a fitted effect of over 60% in size
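Using a luciferase readout, inhibitors were identified by reduced reporter activity in Drosophila cells coexpressing a copper-inducible Gal4–ROR gamma fusion and UAS-driven Photinus luciferase, incubated 20 hr after 700 uM copper sulfate.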
NPC1 prom act – NPC1 promoter activation | Huh7 NPC1 promoter luciferase reporter, 24 h | Potency, µM (highest dose often 9.22 µM), without a hit: top-dose activation, most hits filed as activators | hit rate 2.4% among 320,000 | AID 485313;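 also: potency is read from the fitted curve at half-maximal effect; % of control where 0% means no effect; nearly all actives have a fitted effect of over 60% in size; reporter is driven by a mutant NPC1 promoter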
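Cells: Huh7 expressing luciferase under the NPC1 promoter, 1500/well. Seeded 2 h, compound added, incubated 24 h at 37 °C. Luciferase reagent, 10 min ambient, then luminescence.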
Menin-MLL TR inh – menin-MLL binding inhibition, Texas Red mutant peptide; O00255; Menin + Texas Red MLL mutant peptide, fluorescence polarization; Potency, µM (titrated, usually from 61.6 µM), for the others: at the highest dose FP activity change, negative = inhibition, hits mostly inhibitors; hit rate 0.23% among 270,000; AID 1768; active = well fitted inhibition curve with a large enough effect in the polarisation, with a control signal flat, not every such curve was filed as active; inconclusive = small, poorly fitted or top-dose-only effect, or effect the other way, or a change in a side signal; inactive = no such curve, though single readings can be large or run the other way; the % refers to the polarisation; also: potency is read from the fitted curve at half-maximal effect; % of control where 0% means no effect; many of its hits are not listed in these tables
Target sequence (O00255 whole entry, looked up): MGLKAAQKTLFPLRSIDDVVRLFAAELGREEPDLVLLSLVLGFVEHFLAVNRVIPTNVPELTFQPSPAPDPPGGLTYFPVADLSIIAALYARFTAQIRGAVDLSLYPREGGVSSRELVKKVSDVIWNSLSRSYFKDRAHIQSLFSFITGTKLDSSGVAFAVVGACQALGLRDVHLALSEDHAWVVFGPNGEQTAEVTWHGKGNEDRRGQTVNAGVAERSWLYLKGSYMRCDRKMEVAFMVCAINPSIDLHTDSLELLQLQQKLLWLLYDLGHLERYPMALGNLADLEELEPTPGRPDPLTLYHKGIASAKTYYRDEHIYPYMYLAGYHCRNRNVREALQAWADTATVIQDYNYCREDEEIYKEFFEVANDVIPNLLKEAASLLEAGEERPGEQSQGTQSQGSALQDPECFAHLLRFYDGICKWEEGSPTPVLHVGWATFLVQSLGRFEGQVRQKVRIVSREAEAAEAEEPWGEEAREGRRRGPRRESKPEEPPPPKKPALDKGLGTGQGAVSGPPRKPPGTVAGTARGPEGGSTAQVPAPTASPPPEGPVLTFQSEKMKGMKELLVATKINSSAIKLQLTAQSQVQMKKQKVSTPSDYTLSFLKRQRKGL
Mito fusion yeast – blocks mitochondrial division or promotes mitochondrial fusion. AID 485298. Potency, µM (titrated, usually from 46.1 µM), inactives show at the top dose growth rescue (activation), most hits filed as activators. S. cerevisiae fusion-defective mutant growth rescue, CellTiterGlo 48 h. hit rate 0.23% among 320,000;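 also: potency is read from the fitted curve at half-maximal effect; % of control where 0% means no effect; nearly all actives have a fitted effect of over 45% in size; temperature-sensitive fusion mutants such as fzo1-1 at 37 °C on non-fermentable ethanol glycerol medium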
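S. cerevisiae fusion-defective temperature-sensitive mutants (e.g. fzo1-1, mgm1-5) grown 48 h at 37C in YPEG (ethanol/glycerol non-fermentable) medium with 23 nl compound per well; growth rescue read as CellTiterGlo luminescence.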
FLuc counter – counter-screen for miR-21 project: firefly luciferase inhibitors or activators | Potency, µM (doses to about 57.5 µM), without a hit: top-dose activity change, negative = inhibition, actives largely listed as inhibitors | purified FLuc, Km substrates, luminescence inhibition | hit rate 6.9% among 360,000;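 also: potency is read from the fitted curve at half-maximal effect; plate controls were vehicle for no effect and reference inhibitor for full effect; nearly all actives have a fitted effect of over 55% in size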
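Biochemical qHTS of compounds, final roughly 60 µM downward over six points, against 10 nM purified firefly luciferase using Km concentrations of substrates (10 uM D-luciferin, 10 uM ATP) in Tris acetate pH 7.5 buffer; luminescence output.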
KCNH2 3.1 inh – blocks the human KCNH2 3.1 channel isoform | U2OS KCNH2 3.1, thallium flux FluxOr; hits give low values | activity change, % (tested at about 1.8 µM) | hit rate 0.95% among 340,000 | AID 720553;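 active = maximum activity change below -70%; inconclusive = maximum activity change from -70% to -50%; inactive = maximum activity change above -50%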;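 also: thallium influx rate constant from kinetic fluorescence after stimulation buffer; % is scaled to controls: 0 for no effect and ±100 for the full control effect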
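Normalized rate constant (relative to positive and negative DMSO controls) derived from a 2 min kinetic fluorescence read after stimulation; U2OS cells expressing the 3.1 isoform via virus at 1.77 x 10^8 /mL.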
Rab9 prom act – activates the Rab9 promoter. Huh7 Rab9 promoter-luciferase reporter, luminescence, 24 h. Potency, µM (highest dose often 9.22 µM), without a hit: at the highest dose activation, negative = inhibition, hits mostly activators. hit rate 2.8% among 320,000; also: potency is read from the fitted curve at half-maximal effect; % of control where 0% means no effect; nearly all actives have a fitted effect of over 60% in size
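Rab9 promoter-driven luciferase in stably transfected Huh7 cells; 1500 cells/well rested 2 h, exposed to compound in DMSO for 24 h at 37 °C, 5% CO2. Luminescence read 10 min after adding luciferase reagent at ambient temperature.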
MBNL1-CUG inh – inhibitors of human MBNL1 binding to CUG repeat RNA | Q9NR56 | TR-FRET MBNL1-His/biotin-(CUG)12 binding, 665/545 ratio | Potency, µM (highest dose often 57.5 µM), without a hit: at the top dose activity change, negative = inhibition, most hits filed as inhibitors | hit rate 0.036% among 280,000; active = well fitted inhibition curve with a large enough effect in the signal ratio, with a control signal flat, not every such curve was filed as active; inconclusive = small, poorly fitted or top-dose-only effect, or effect the other way, or a change in a side signal; inactive = no such curve, though single readings can be large or run the other way; the % refers to the signal ratio; also: potency is read from the fitted curve at half-maximal effect; % is scaled to controls: 0 for no effect and ±100 for the full control effect
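TR-FRET readout: Ex 340 nm, 665/545 nm emission ratio, normalized to buffer-only (basal) and MBNL1-(CUG)12 controls. Complex of MBNL1-His with Biotin-(CUG)12, compounds 92 nM–58 uM, incubated 60 min at room temperature.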
ELG1 repair inh – inhibitors of ELG1-dependent DNA repair in HEK293T cells; HEK293T ELG1-luciferase reporter, luminescence, 16 h; DNA damage induced by 5-fluorouridine; Potency, µM (series often up to 46.1 µM), for the others: at the top dose activity change, negative = inhibition, most hits filed as inhibitors; hit rate 2.3% among 330,000; AID 504467; also: potency is read from the fitted curve at half-maximal effect; % is scaled to controls: 0 for no effect and ±100 for the full control effect; nearly all actives have a fitted effect of over 55% in size
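HEK293T cells expressing luciferase-tagged ELG1 (2,000/well) received 5-Fluorouridine plus compound or DMSO for 16 hr at 37 °C. Luciferase was read by ONE-Glo luminescence after 30 min at room temperature.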
VP16 counter – inhibits Gal4-VP16 luciferase reporter, ROR gamma counter-screen; AID 2546; hit rate 3.5% among 310,000; Potency, µM (doses to about 53.6 µM), for inactives: at the top dose activity, negative = inhibition, usual class: inhibitors; Drosophila S2 Gal4-VP16 UAS-luciferase, luminescence, 20 h;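 also: Gal4-VP16 expression switched on by copper sulfate through the metallothionein promoter; potency is read from the fitted curve at half-maximal effect; % is scaled to controls: 0 for no effect and ±100 for the full control effect; nearly all actives have a fitted effect of over 50% in size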
Starred values were filed as active, the others as inactive; ? = inconclusive; nt = not tested or not shown; [ ] = dose if it differs, or a comment. Unless noted, calls follow the shape of the dose curve; as a rule, active = well fitted curve in the direction sought with a large enough effect; inconclusive = small, poorly fitted or top-dose-only effect, or another doubt; inactive = no such curve, though single readings can be large; an effect the other way counts as inactive or inconclusive.

SMILES | PKM2 act | RORgamma inh | NPC1 prom act | Menin-MLL TR inh | Mito fusion yeast | FLuc counter | KCNH2 3.1 inh | Rab9 prom act | MBNL1-CUG inh | ELG1 repair inh | VP16 counter
Cc1ccc(NC(=O)CS(=O)Cc2nc(-c3ccc(C)cc3)oc2C)cc1 (stereo not given) | 0.1% | -30.2% | -2.6% | -18.9%[11.7 µM] | -0.6% | -14.7% | -1.5 | -11.4% | -3.2% | -20.0% | -8.2%
CC1CN(c2nc3ccccn3c(=O)c2C=O)CC(C)O1 (stereo not given) | -1.7% | 1.6% | -1.7% | -0.7% | -0.8% | 1.2% | 6.1 | -6.4% | ? | 8.7% | -5.1%
COc1cccc(Cn2cnc3c(NS(=O)(=O)c4cc(Cl)ccc4Cl)c(C)c(C)cc32)c1 | -9.8% | ? | -0.3% | 18.4% | ? | 0.5% | -10.4 | -3.3% | -3.3% | -29.0% | ?
O=C(CN1C(=O)c2ccccc2C1=O)Nc1cccc(O)c1 | -5.8% | 4.2%[1.91 µM] | 3.9% | -1.7% | -0.2% | -4.6% | 3.4 | -0.6% | ? | 9.2% | 1.9%
NCCN1C(=O)S/C(=C\c2ccc3c(c2)OCO3)C1=O | nt | ? | -4.4% | -4.8% | -9.4% | ? | 12.9 | -8.8% | ? | 18.6% | ?
O=C(Cn1cnc2nc3n(c2c1=O)CCC3)NCc1ccccc1 | 2.2% | -5.2% | -5.0% | 13.6% | -2.8% | 3.5% | -5.5 | -7.8% | 18.8% | -0.4% | -2.3%
CCN(CC)C(=S)SC1CCCCN(C(=O)c2ccc(F)cc2)C1=O (stereo not given) | -3.2% | 26.6% | -5.0% | 0.7% | -7.8% | 0.6% | 10.6 | -4.1% | 3.0% | -13.2% | -8.9%
CCOC(=O)Cc1csc(NC(=O)COc2ccccc2OCC)n1 | 0.5% | 7.3% | 1.1% | -20.3% | -0.8% | -2.7% | -8.8 | 5.6% | -2.0% | 3.2% | 0.1%
COc1cccc2c1OC1(C)CC2NC(=O)N1 (stereo not given) | -7.9% | -10.0% | -0.8% | -0.4% | -2.0% | 0.7% | 1.5 | -1.9% | -8.9% | 4.8% | 2.5%
CC(c1ccc(Br)cc1)N1CC23C=CC(O2)C(C(=O)O)C3C1=O (stereo not given) | 8.1% | 9.0% | 0.1% | 7.8%[11.7 µM] | -1.2% | 0.9% | 19.9 | 0.8% | -2.5% | 9.6% | -1.7%
Cc1cc(C)c(S(=O)(=O)c2cccc(Br)c2C)c(Cl)n1 | nt | 0.2% | -5.7% | -14.1% | -4.7% | -15.5% | -12.3 | -0.4% | 4.4% | -2.6% | 6.3%
C=CCNC(=O)c1ccccc1NS(=O)(=O)c1ccc(SC)cc1 | -1.3% | 9.3% | -3.5% | -14.3% | 14.3% | 0.8% | -8.9 | -1.7%[1.84 µM] | -6.1% | 2.9% | 6.7%
Nc1ccc(-n2nnnc2-c2ccco2)cc1 | -5.4% | -15.2% | -0.5% | 16.4% | 1.3% | 1.9% | 3.4 | -2.1% | -4.4% | 9.6% | -8.0%
CCCCOC(=O)c1ccc(NC(=O)C(=O)NCc2cccnc2)cc1 | -9.6% | 4.7% | -1.7% | 8.5% | 0.0% | -2.7% | 0.4 | -2.1% | ? | -3.0% | -10.1%
Cc1cc2cccc(C)c2nc1SCC(=O)NC1CCCCC1 | nt | -11.3% | -0.4% | nt | 2.2% | 4.6% | -5.3 | 2.6% | 1.6% | 10.8% | -5.1%
CN1CCN(S(=O)(=O)c2ccc(N(C)Cc3cccs3)nc2)CC1 | 2.2% | ? | 5.2% | -8.7% | 7.2% | 1.2% | -4.7 | 7.4% | 1.2% | -17.6% | -10.9%
Cc1noc(C)c1C(=O)OCC(=O)Nc1ccc(S(N)(=O)=O)cc1 | nt | nt | -1.6% | nt | -0.3% | 3.7% | 6.3 | -4.1% | nt | 18.9% | nt
CCCCCCCCC(=O)NC(NC(=S)N1CCOCC1)C(Cl)(Cl)Cl (stereo not given) | 8.2% | -90.3% | -4.5% | 28.6% | -0.9% | 1.5% | 22.3 | 0.8% | 1.0% | ? | ?
O=C1C2CCCN2C(=O)N1CCN1CCN(CCO)CC1 (stereo not given) | 3.3% | -5.4% | -6.1% | 0.5% | 2.3% | 0.1% | 31.0 | -1.7% | -29.4% | 0.8% | -21.1%
Nc1c(-c2ccc(Cl)cc2)cnc2ncnn12 | -2.4% | 3.3% | 2.6% | 6.7% | 0.9% | 1.3% | -3.3 | 4.9% | -6.4% | 1.4% | -11.4%
Cc1cc(C)c2c(N)c(C(=O)N/N=C/c3ccccc3)sc2n1 | 0.9% | 5.1% | 1.78µM* | nt | 5.9% | 3.38µM* | 18.4 | 1.78µM* | 11.9% | ? | 3.1%
COc1cc(/C=C/[N+](=O)[O-])ccc1OC(=O)/C=C/c1ccc(F)cc1 | 0.9% | -17.5%[1.91 µM] | -13.9% | 7.5% | -11.1% | -11.2% | -6.3 | 12.0% | 4.8% | 24.1% | ?
C=CCNC(=O)N1CCCC(C(=O)c2cccc(Cl)c2)C1 (stereo not given) | -5.9% | 30.0% | 0.6% | 0.4% | 1.3% | -0.4% | -2.1 | -0.2% | -4.8% | 2.5% | -3.5%
Cc1cc(Br)ccc1NC(=S)NCCc1ccccc1 | -5.2% | 2.51µM* | 1.2% | nt | -1.8% | 3.2% | 6.2 | -8.7% | -5.9% | 18.1% | 6.31µM*
O=C(NC(=S)NCc1ccco1)c1cccc(Cl)c1 | -1.4% | 6.31µM* | 2.1% | nt | 6.6% | -9.1% | nt | -1.2% | -4.0% | 14.2% | 8.91µM*
CCOCCCNC(=O)c1ccc2c(c1)ncn2-c1cccc(C)c1 | nt | -21.6% | 2.8% | 0.3% | 10.6% | 4.3% | 4.5 | -0.7% | 2.9% | -9.2% | -0.7%
CC(=O)Nc1nc(-c2cc([N+](=O)[O-])cs2)cs1 | -2.4% | -26.5% | 0.9% | ? | 0.6% | 0.3% | 12.1 | 14.0% | ? | -3.4% | 2.4%
CCOC(=O)c1c(C)c(C(=O)O)n(C)c1C | -3.8% | -21.9% | 0.1% | 9.7% | 1.3% | -0.3% | 5.0 | -7.4% | 6.0% | -0.8% | 2.0%
CCCn1c(SCC(=O)Nc2ccc(OC)cc2)nnc1-c1ccncc1 | 3.5% | -19.0% | -0.7% | -6.1% | 2.0% | 4.8% | 11.7 | -2.0% | 2.7% | -3.9% | 4.3%
Cc1ccc(C(=O)COC(=O)c2cn(-c3ccccc3)nc2-c2ccccc2)cc1[N+](=O)[O-] | -2.6% | 38.0% | -3.3% | ? | 1.7% | 1.1% | -7.4 | -4.4% | nt | -11.4% | 0.8%
COc1ccc(CNC(=O)C2CC(c3ccc(OC)cc3)=NO2)cc1 (stereo not given) | 0.0% | -8.8% | -1.5% | -13.0% | -3.5% | 2.0% | 11.2 | 19.1% | -5.4% | 1.5% | 2.8%
COc1cccc(OC)c1NC(=O)C1CCCN1C(=O)Nc1cccc(Cl)c1 (stereo not given) | nt | 44.9% | -2.0% | 2.6% | 0.3% | -0.1% | -4.7 | -2.1% | -5.0% | -7.0% | 2.9%
N#Cc1ccccc1NC(=O)CNc1cc(S(=O)(=O)N2CCOCC2)ccc1NCC1CCCO1 (stereo not given) | nt | nt | 6.8% | nt | -8.6% | 3.1% | 13.5 | 9.1% | nt | -19.5% | nt
Cn1c(CNc2ccccc2)nc2ccccc21 | 7.6% | -14.1% | 3.98µM* | 10.9% | -2.0% | 19µM* | -1.7 | 3.16µM* | -13.4% | ? | 3.9%
CC(C)(C)c1ccc(C(=O)NNC(=O)c2ccc(Cl)cc2)cc1 | 1.9% | -16.3% | -2.7% | -1.3% | -2.1% | 4.2% | -1.5 | -3.6% | nt | 0.1% | -7.7%
Cc1noc(C(=O)Nc2c(C)nn(Cc3ccccc3)c2C)c1Cl | -2.3% | 24.9% | -3.5% | -7.4% | 1.4% | 1.0% | 4.8 | -3.1% | 2.0% | 0.8% | 7.9%

Only part of the results is shown; the hit share may differ from the screen's.
